From PubChem BioAssay
PTHR1 ag – activates the human parathyroid hormone receptor PTHR1. HEK293 GP2 PTHR1 cells, GloSensor cAMP luminescence, 1 h. Potency, µM (highest dose often 115 µM), for inactives: top-dose activation, usual class: activators. actives 0.075% (n = 410,000); note: potency is the fitted concentration of half-maximal effect; nearly all actives have a fitted effect of over 55% in size; some results filed as inactive show a strong effect at the top dose; inactives centre near -15; many of its hits are not listed in these tables
Target sequence (Q03431 whole entry, looked up): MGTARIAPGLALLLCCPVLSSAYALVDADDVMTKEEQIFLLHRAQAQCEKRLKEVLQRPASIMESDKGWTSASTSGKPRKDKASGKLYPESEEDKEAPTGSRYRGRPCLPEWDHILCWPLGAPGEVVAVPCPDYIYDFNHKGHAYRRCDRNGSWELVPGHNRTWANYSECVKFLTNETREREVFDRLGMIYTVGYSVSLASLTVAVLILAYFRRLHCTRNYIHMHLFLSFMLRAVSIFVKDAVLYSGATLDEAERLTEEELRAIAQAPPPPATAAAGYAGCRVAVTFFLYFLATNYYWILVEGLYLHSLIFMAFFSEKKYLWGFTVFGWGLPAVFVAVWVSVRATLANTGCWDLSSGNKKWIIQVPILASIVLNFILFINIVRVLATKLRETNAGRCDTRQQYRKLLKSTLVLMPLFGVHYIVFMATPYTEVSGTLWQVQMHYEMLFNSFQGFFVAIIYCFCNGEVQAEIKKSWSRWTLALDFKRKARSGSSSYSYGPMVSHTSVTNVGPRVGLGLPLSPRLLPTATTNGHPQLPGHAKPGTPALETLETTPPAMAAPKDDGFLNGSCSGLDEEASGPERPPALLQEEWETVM
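HEK-293-derived GP2 cells expressing PTHR1 and a GloSensor cAMP reporter, 3,000/well, plated overnight, given luciferin plus IBMX (each 0.5 mM as added) for 1 h at 37 °C, then compound for 1 h at 37 °C. Luminescence was read after 15 min at room temperature.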
pAkt inh – Akt phosphorylation inhibition; activity change, % for hits at 50 µM; actives 0.32% (n = 360,000); AID 651550; Neuro2A IGF-stimulated pAkt S473 HTRF, 20 min; hits give low values; in the data active = activity change below about -80%; inconclusive = mostly about -51% to -80%; note: % is set by controls: 0 for no effect and ±100 for the full control effect
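Single-point screen (50 µM final compound) in Neuro2A cells stimulated 20 min with 6 nM IGF at 37 deg C. After lysis, Ser473-phosphorylated Akt read by HTRF (ex 330 nm, em 615/665 nm) as the 665/615 ratio.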
Mm-Cpn inhibitor – M. maripaludis TRiC chaperonin inhibition. purified Mm-Cpn ATPase, ADP Transcreener TR-FRET. Potency, µM (doses to about 76.9 µM), without a hit: at the top dose activity, negative = inhibition, usual class: inhibitors. actives 0.031% (n = 330,000). AID 504842; note: potency is the fitted concentration of half-maximal effect; % is set by controls: 0 for no effect and ±100 for the full control effect; nearly all actives have a fitted effect of over 80% in size
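Inhibition of chaperonin ATP hydrolysis is measured as reduced ADP production, detected by competitive TR-FRET in which signal falls with ADP. Final enzyme 25 nM and ATP 10 uM, reacted 30 min at 37°C.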
FUS yeast rescue – rescues growth of FUS-expressing yeast | S. cerevisiae FUS-expressing, growth rescue, OD600, 24 h | Potency, µM (series often up to 76.6 µM), for the others: at the top dose growth rescue (activation), hits mostly activators | actives 0.24% (n = 390,000);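 note: potency is the fitted concentration of half-maximal effect; plate controls were DMSO vehicle for no effect and reference control for full effect; nearly all actives have a fitted effect of over 55% in size; some results filed as inactive show a strong effect at the top dose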
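Absorbance at 600 nm, taken 24hr after compound addition, measured rescue of FUS-yeast growth at 30C. Induction used 2% galactose with seeding at OD 0.005. Controls: CP55940 from 92uM final, DMSO only.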
GLP1R cytotox – cytotoxicity in counter-screen for GLP-1R inverse agonists. AID 624418. actives 0.13% (n = 410,000). HEK293 cAMP-luciferase reporter cells, luminescence, 24 h. Potency, µM (series often up to 38.3 µM), for inactives: top-dose activity change, negative = inhibition, usual class: inhibitors;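 note: loss of luciferase light is scored as toxicity; potency is the fitted concentration of half-maximal effect; % is set by controls: 0 for no effect and ±100 for the full control effect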
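Compound-treated cells are incubated 24 hr at 37 deg C under 5% CO2 after a 12 hour attachment period, then luciferase detection reagent is added and luminescence is measured following 12 min at room temperature; lowered signal indicates toxicity.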
TDP-43 yeast inh – inhibitors of TDP-43 toxicity in yeast. TDP-43 expressing yeast growth rescue, BacTiter-Glo, 24 h. Potency, µM (series often up to 46.1 µM), inactives show at the highest dose growth rescue (activation), usual class: activators. actives 1.8% (n = 410,000). AID 652104; note: potency is the fitted concentration of half-maximal effect; % of control where 0% means no effect; nearly all actives have a fitted effect of over 50% in size
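In this qHTS, compounds that restore growth of yeast expressing TDP-43 appear as activators. Cells (OD600=0.02, galactose medium, raffinose-pregrown) are incubated with compound 24 hr at 30 deg C and growth is quantified by BacTiter-Glo.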
Abeta rescue – compounds reversing amyloid beta toxicity in yeast; yeast expressing A-beta42, growth rescue, OD600, 48 h; response scale: 0% DMSO, 100% iron-clioquinol control; Potency, µM (highest dose often 46.1 µM), without a hit: top-dose growth rescue, actives largely listed as activators; actives 0.063% (n = 410,000); AID 1347071; note: potency is the fitted concentration of half-maximal effect; nearly all actives have a fitted effect of over 55% in size
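Growth rescue measured by 600 nm absorbance after 48 h yeast culture at 30 C with compound. Values normalized between DMSO and an equimolar ferric chloride plus clioquinol control.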
aSyn rescue – inhibitors of alpha-synuclein toxicity in yeast. Yeast expressing alpha-synuclein, growth rescue, BacTiter-Glo, 24 h. Potency, µM (highest dose often 46.1 µM), without a hit: at the highest dose growth rescue (activation), usual class: activators. actives 0.14% (n = 370,000). AID 652106; note: potency is the fitted concentration of half-maximal effect; % of control where 0% means no effect; nearly all actives have a fitted effect of over 65% in size
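Rescue of yeast growth: cells expressing toxic alpha-synuclein, induced in galactose at OD600 0.02, incubated with compound 24 h at 30 C. ATP luminescence quantified growth; inhibitors of toxicity appear as activators.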
GLP1R inv ag – acts as inverse agonist at human GLP-1 receptor | P43220 | HEK293 GLP-1R CRE-luciferase, luminescence, 24 h; GLP-1R form is constitutively active | Potency, µM (doses to about 38.3 µM), for the others: at the highest dose activity change, negative = inhibition, actives largely listed as inhibitors | actives 1.6% (n = 410,000); note: potency is the fitted concentration of half-maximal effect; % is set by controls: 0 for no effect and ±100 for the full control effect; nearly all actives have a fitted effect of over 55% in size
Target sequence (P43220 whole entry, looked up): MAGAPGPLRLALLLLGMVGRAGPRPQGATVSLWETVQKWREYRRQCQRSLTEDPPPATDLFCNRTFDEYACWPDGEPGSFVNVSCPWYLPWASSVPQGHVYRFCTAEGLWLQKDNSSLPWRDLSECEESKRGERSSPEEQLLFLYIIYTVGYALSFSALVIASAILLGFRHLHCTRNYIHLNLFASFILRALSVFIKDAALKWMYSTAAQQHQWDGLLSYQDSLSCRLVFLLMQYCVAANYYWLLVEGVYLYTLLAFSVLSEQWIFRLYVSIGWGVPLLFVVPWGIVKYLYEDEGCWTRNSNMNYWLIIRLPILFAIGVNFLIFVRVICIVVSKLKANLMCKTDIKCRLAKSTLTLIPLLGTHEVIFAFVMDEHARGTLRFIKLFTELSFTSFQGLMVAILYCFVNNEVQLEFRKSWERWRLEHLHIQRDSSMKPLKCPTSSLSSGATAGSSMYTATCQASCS
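Stable HEK293 clone (constitutively active GLP-1R + cAMP-response luciferase); 200 cells/uL plated, 12 h pre-culture, compound 24 hr, 37 deg C/5% CO2; detection reagent 12 min RT; luminescence.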
* marks the source's active call; other numbers are inactive results; i = inactive; ? = inconclusive; · = no result given; & = joins results of further samples; [ ] = dose if it differs, or a comment. Unless noted, calls come from the whole dose curve; as a rule, active = well fitted curve in the direction sought with a large enough effect; inconclusive = small, poorly fitted or top-dose-only effect, or another doubt; inactive = no such curve, though single readings can be large; an effect the other way counts as inactive or inconclusive.

no. | SMILES | pAkt inh | PTHR1 ag | GLP1R cytotox | FUS yeast rescue | TDP-43 yeast inh | Mm-Cpn inhibitor | Abeta rescue | GLP1R inv ag | aSyn rescue
1 | COc1ccc(CSC2=CS(=O)(=O)c3ccccc3N2)cc1 | i | i | -8% | -18% | -6% | 2% | -16% | -16% | -9%
2 | CCN(CC)c1ccc(NC(=O)CCc2nc3cccnc3n2Cc2cccs2)c(C)c1 | · | i | -7% | 1% | 8% | · | -10% | -34% | ·
3 | CCNC(=S)N/N=C(\C)c1cccc([N+](=O)[O-])c1 | i | i | ? | 19% | -17%[0.397 µM] | 2% | ? | ? | -12%
4 | COc1cc2[nH]c(=O)n(Cc3ccc(C(=O)NCCCN4CCC(C)CC4)cc3)c(=O)c2cc1OC | i | i | 2% | 15% | -7% | 0% | 12% | 0% | -3%
5 | NC(=O)CSc1nnc(CSc2ncccn2)n1-c1ccccc1 | i | i | 1% | 1% | -10%[0.397 µM] | -1% | -19% | 17% | 7%
6 | O=C(CCC1CCCC1)Nc1ccc(Br)cn1 | i | -8%[57.5 µM] | -11% | 10% | -13% | 8% | 13% | 0% | -7%
7 | CC1(C)C(=O)OC(C(=O)c2ccc(C(C)(C)C)cc2)C(C)(C)C1=O (stereo unspecified) | i | -25% | -1% | 13% | 14% | 1% | 3% | 1% | 0%
8 | C[C@H]1CN(S(=O)C(C)(C)C)[C@H](CCO)/C1=C\c1ccccc1 (stereo partly specified) | i | 6% | 6% | -6% | 5% | · | 5% | -20% | 14%
9 | CCOC(=O)C1(Cc2cccc(Cl)c2)CCCN(C(=O)c2cnn(CC)c2)C1 (stereo unspecified) | i | -7% | -3% | · | 6% | -2% | -18% | 7% | 1%
10 | Cc1cc(C)n(CCOc2nonc2N)n1 | i | i | -10% | -6% | -24% | 1% | -7% | 1% | 1%
11 | O=[N+]([O-])c1ccc(CN2[C@H](COCc3ccccc3)[C@@H](N3CCCC3)CS2(=O)=O)cc1 | i | i | 3% | 13% | 20% | · | 1% | 10% | 1%
12 | Cc1csc(NC(=O)C2CCN(C(=O)CSc3nnc(C)n3Cc3ccccc3)CC2)n1 | i | 16%[57.5 µM] | 5% | 18% | 14% | 0% | 5% | 0% | -2%
13 | Cc1cc(C(=O)COc2ccccc2[N+](=O)[O-])c(C)n1-c1cccc(S(=O)(=O)N2CCOCC2)c1 | i | -46%[inhibitor] | 3% | · | 5% | -1% | -4% | -8% | -1%
14 | COc1cc(OC)c(NS(=O)(=O)c2cc3[nH]c(=O)c(=O)[nH]c3cc2C)cc1Cl | i | -20% | -34% | 5% | 11% | 0% | 5% | -10% | 1%
15 | CCCCc1nnc(NC(=O)c2ccc3c(=O)n4c(nc3c2)CCC4)s1 | i | -21% | 0% | 26% | -11% | -1% | 1% | 15% | 3%

In the list so far, three have an aryl methoxy group.
no. | SMILES | pAkt inh | PTHR1 ag | GLP1R cytotox | FUS yeast rescue | TDP-43 yeast inh | Mm-Cpn inhibitor | Abeta rescue | GLP1R inv ag | aSyn rescue
1 | COc1ccc(CSC2=CS(=O)(=O)c3ccccc3N2)cc1 | i | i | -8% | -18% | -6% | 2% | -16% | -16% | -9%
4 | COc1cc2[nH]c(=O)n(Cc3ccc(C(=O)NCCCN4CCC(C)CC4)cc3)c(=O)c2cc1OC | i | i | 2% | 15% | -7% | 0% | 12% | 0% | -3%
14 | COc1cc(OC)c(NS(=O)(=O)c2cc3[nH]c(=O)c(=O)[nH]c3cc2C)cc1Cl | i | -20% | -34% | 5% | 11% | 0% | 5% | -10% | 1%

Further results follow:
no. | SMILES | pAkt inh | PTHR1 ag | GLP1R cytotox | FUS yeast rescue | TDP-43 yeast inh | Mm-Cpn inhibitor | Abeta rescue | GLP1R inv ag | aSyn rescue
16 | CCCCCCC1CC(C)(/C(C)=N/NC(N)=O)OC1=O (stereo unspecified) | i | i | 3% | 9% | -24% | 0% | -3% | 8% | -2%
17 | CCOC(=O)c1cnc2nc(NCc3ccc(OCc4ccccc4)cc3)[nH]n2c1=O | i | i | -5% | 12% | -29% | -2% | -7% | 6% | 0%
18 | Cc1cc(-c2csc(NC(=O)c3ccc(=O)n(C)n3)n2)c(C)n1CC1CCCO1 (stereo unspecified) | i | i | -8% | ? | 4% | 1% | -11% | 8% | 2%
19 | O=C(COc1ccccc1F)Nc1ccc2nc(SCC(=O)N3CCc4ccccc43)sc2c1 | · | i | -16% | 13% | 12% | · | -5% | -12% | ·
20 | Cn1nnnc1SCC(=O)Nc1ccc(Cl)cn1 | i | i | 5% | -33% | 6% | -3% | -2% | 1% | 3%
21 | CCOc1ccc(NC(=O)c2ccc3c(SCC(=O)O)c4c(nc3c2)CCCC4)cc1 | i | -32%[inhibitor] | 2%&9% | -33%&-11% | 5%&14% | 1% | -3%&-12% | 14%&6% | 3%
22 | CCCN1CCC2(CC1)NC(C(=O)O)Cc1c2[nH]c2ccccc12 (stereo unspecified) | i | -24% | -14% | -12% | 4% | 1% | -2% | -14% | 1%
23 | CC(=O)NC(=S)Nc1ccc(NC(=O)c2cccs2)cc1 | i | i | 15% | · | -8% | 0% | 24% | 11% | -5%
24 | CC(C)N(CC#CCC(O)(c1ccccc1)c1ccccc1)C(C)C | i | -52%[inhibitor] | 3% | · | 9% | -1% | 7% | ? | 2%
25 | Cc1ccc(-n2cc(S(=O)(=O)c3ccc(C)cc3)[nH]c2=O)cc1 | i | i | 13% | 27% | -5% | 2% | -11% | 2% | -4%
26 | CC(=O)N1CCOC12CCN(Cc1ccccc1)CC2 | i | i | 6% | -29% | 11% | · | 1% | 7% | 1%
27 | Nc1ccc2oc(-c3cccc4ccccc34)nc2c1 | i | -10%[57.5 µM] | 81%[activator] | ? | -12% | -6% | -33% | 39%[activator] | 1%
28 | Cc1ccc(/C=N/n2c(C)cc(C)c(C#N)c2=O)o1 | i | i | -5% | · | 8% | 2% | 17% | 5% | 2%
29 | CCOC(=O)[C@@H]1[C@H]2COc3ccccc3[C@H]2N2C(=O)N(c3ccc(C)cc3)C(=O)[C@]12C | i | -12% | -27% | 37% | 12% | 0% | 6% | -6% | 2%
30 | COCCn1c(N)c(Sc2ccccc2[N+](=O)[O-])c(=O)[nH]c1=O | i | i | -3% | 13% | -11% | 1% | -12% | 8% | -5%
31 | NS(=O)(=O)c1ccc(CNC(=O)C(c2ccccc2)c2ccccc2)cc1 | i | -39%[inhibitor] | -2% | 4% | 0% | 3% | 0% | -14% | 0%
32 | CC1(C)CC(N2CCN(Cc3ccccc3)CC2)=CC(=[N+]2CCCCC2)C1 | i | -84%[inhibitor] | -27% | 12% | -20% | -3% | 9% | ? | 10%
33 | CCc1ccc(C(C(=O)NC2CCCCC2)N(C(=O)c2csnn2)C2CC2)cc1 (stereo unspecified) | i | -2% | -10% | 9% | -15% | 3% | 1% | ? | 0%
34 | CCc1nc2ccc(C(=O)NCc3cccs3)cn2c1N(CC)CCN(C)C | i | -5% | 4% | -7% | 13% | · | -3% | -30% | -6%
35 | Clc1cccc(-n2ncc3c(NCCC4=CCCCC4)ncnc32)c1 | · | i | -2% | -32% | 17% | · | -11% | -5% | ·
36 | COc1ccccc1NS(=O)(=O)c1cc(NC(=O)c2ccc3c(c2)OCCO3)ccc1C | i | -31%[inhibitor] | -19% | · | -21% | -16% | -7% | ? | -20%
37 | Cc1ccc(Cl)cc1NC(=O)Cn1c(=O)c2ccccc2n2nncc12 | · | -6% | 3% | -21% | 14% | · | -7% | 4% | ·
38 | CN(C)c1nc(SCc2ccccc2Cl)nc2c1CCCC2 | i | i | 23% | 14% | 14% | 2% | -89%[inhibitor] | ? | -26%
39 | Cc1cc(=O)oc(C)c1C(=O)N1CCc2c([nH]c3ccccc23)C1C(C)C (stereo unspecified) | i | 4% | 15% | 10% | 0% | 0% | -2% | 6% | 1%
40 | CCOc1ccc(S(=O)(=O)NCC(c2ccco2)S(=O)(=O)c2ccc(C)cc2)cc1 (stereo unspecified) | · | -2% | -9% | -4% | ? | · | 1% | -19% | ·
41 | O=C1CSC2=NCN(c3ccccc3)CN12 | i | i | -10% | -11% | 4% | -1% | 14% | -15% | 0%
42 | C[C@H](CO)N1C[C@H](C)[C@@H](CN(C)CC2CC2)Oc2c(NC(=O)C3CC3)cccc2C1=O | i | -24% | 2% | -26% | 5% | · | -19% | 3% | -1%
43 | CCOCCCNC(=O)CCNS(=O)(=O)c1ccc(C)cc1 | i | 2%[57.5 µM] | 0% | 26% | 0% | -4% | -20% | 0% | -1%
44 | NC(=S)c1cnn2c(-c3cccc(C(F)(F)F)c3)ccnc12 | i | i | -8% | -14% | ? | -7% | 6.3µM* | 0% | -11%
45 | CCOC(=O)C(=O)N(C)c1c(CC)nc2c(OCc3cccc(Cl)c3)cccn12 | i | -38%[inhibitor] | 5% | 9% | 9% | · | 22% | 0% | -1%
46 | Cc1ccc(C(=O)NCCN2C3=NC[C@H](C)N3C[C@H]2Cc2ccc(O)cc2)cc1Br | i | -9% | 0% | -7% | 16% | · | 5% | -18% | 2%
47 | Cc1cc(C)cc(Nc2sc(C(=O)c3ccccc3)c(N)c2S(=O)(=O)c2ccccc2)c1 | · | i | -18% | 2% | 7% | · | -9% | ? | ·
48 | O=C1CC(c2ccccc2)=Nc2ccc(Br)cc2N1 | i | i | -3% | 23% | 25% | 4% | -3% | ? | 2%
49 | CCN1C(=O)CC(NCc2ccc3c(c2)OCO3)C1=O (stereo unspecified) | i | i | -1% | 3% | -11% | 2% | -8% | -9% | -2%
50 | Cc1ccc(NC(=O)OC(C)N2CCCCC2)cc1NC(=O)OC(C)N1CCCCC1 (stereo unspecified) | i | -11% | ? | -10% | -11% | · | 20% | ? | 0%

The list is partial (hit frequency here may not be typical).
